OX1R antag-1: OX1R (human) antagonism; OX1R-expressing cells, FRET antagonist read-out; AID 485270; actives 1.8% (n = 330,000); inhibition, % at 6.6 µM; O43613; in the data active = inhibition mostly above about 38%, no sharp cut-off; inactive = mostly below about 40%;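 note: 0% = agonist challenge alone and 100% = reference antagonist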
Target sequence (O43613 whole entry, looked up): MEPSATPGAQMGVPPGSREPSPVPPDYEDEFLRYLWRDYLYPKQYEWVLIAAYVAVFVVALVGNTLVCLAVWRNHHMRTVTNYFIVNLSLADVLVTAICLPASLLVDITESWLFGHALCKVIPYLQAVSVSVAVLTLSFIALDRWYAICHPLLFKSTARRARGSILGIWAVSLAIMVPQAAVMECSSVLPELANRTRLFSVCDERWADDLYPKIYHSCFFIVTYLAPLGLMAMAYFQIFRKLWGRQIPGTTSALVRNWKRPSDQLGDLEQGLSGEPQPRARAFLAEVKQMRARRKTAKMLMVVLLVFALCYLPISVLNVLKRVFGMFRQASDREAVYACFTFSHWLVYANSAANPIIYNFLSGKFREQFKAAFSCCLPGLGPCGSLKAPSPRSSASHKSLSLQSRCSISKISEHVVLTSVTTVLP
CHT PAM: allosteric activators of human choline transporter CHT. CHT-expressing cells, membrane potential dye, choline EC20; hits give high values; LV-AA mutant CHT in HEK293 cells. B-score at 10 µM. actives 0.49% (n = 310,000);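 active = initial fluorescence not abnormally high and integrated response B-score, plate-corrected, over 3 SD above library mean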
Target sequence (Q9GZV3 whole entry, looked up): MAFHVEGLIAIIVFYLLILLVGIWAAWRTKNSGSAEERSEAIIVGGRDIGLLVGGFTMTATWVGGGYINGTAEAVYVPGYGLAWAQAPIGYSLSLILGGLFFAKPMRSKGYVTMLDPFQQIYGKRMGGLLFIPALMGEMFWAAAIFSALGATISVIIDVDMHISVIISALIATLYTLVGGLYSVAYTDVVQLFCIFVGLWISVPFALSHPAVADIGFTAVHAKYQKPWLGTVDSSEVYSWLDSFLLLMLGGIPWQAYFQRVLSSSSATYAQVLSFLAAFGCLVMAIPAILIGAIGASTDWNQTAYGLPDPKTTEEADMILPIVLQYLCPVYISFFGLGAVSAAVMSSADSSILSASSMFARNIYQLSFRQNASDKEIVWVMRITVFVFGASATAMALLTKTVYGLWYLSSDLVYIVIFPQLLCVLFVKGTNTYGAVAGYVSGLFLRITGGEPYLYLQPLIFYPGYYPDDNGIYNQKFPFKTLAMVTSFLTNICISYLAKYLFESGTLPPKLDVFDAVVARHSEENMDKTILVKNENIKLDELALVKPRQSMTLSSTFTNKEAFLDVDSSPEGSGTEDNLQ
OX1R antag-2: human HCRTR1 antagonism. actives 0.43% (n = 330,000). inhibition, % at 5 µM. CHO/OX1R cells, Fluo-8 calcium fluorescence, orexin A. AID 434989;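 active = inhibition above its plate's threshold, mean inhibition of all tested compounds on the plate plus 3 SD, cut at about 37% in these data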;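 note: 0% = orexin A challenge wells and 100% = SB-334867-A antagonist wells; not every result past the cut was called active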
* marks the source's active call; other numbers are inactive results; i = inactive; · = no result given.

compound	OX1R antag-1	CHT PAM	OX1R antag-2
CC(C)(C)c1ccc(COn2c(=O)c(-c3ccco3)[n+]([O-])c3ccccc32)cc1	16	i	-26
Oc1ccc(CN2CCCCC2)nc1-c1ccccc1	20	i	-26
CC(C)OCCCn1c(=O)c2ccccc2n2c(CCC(=O)NCc3ccccn3)nnc12	11	i	-10
CC1CCCN(S(=O)(=O)c2ccc(N(C(=O)c3cnccn3)C(C(=O)NC3CCCCC3)c3cccs3)cc2)C1 (stereo unspecified)	20	i	-21
COc1ccc(NC(=O)CSc2nc3[nH]ncc3c(=O)n2-c2ccccc2OC)cc1OC	1	i	-1
Nc1c(-c2ccccc2)nnn1Cc1ccccc1	6	i	-14
COc1cc2cc(CN(CCO)S(=O)(=O)c3ccccc3Cl)c(=O)[nH]c2cc1OC	16	i	-5
CCCCC(=O)Nc1nnc(S(=O)(=O)N2CCCc3ccccc32)s1	9	i	-15
CCOC(=O)C1CCCCN1Cc1cc(OC)ccc1OC (stereo unspecified)	2	i	-3
O=C(CCC1CCCN(C(=O)c2ccc3cc[nH]c3c2)C1)NCc1ccc(F)c(F)c1 (stereo unspecified)	6	i	-13
CCOc1cc2[nH]c(=S)n(CCc3ccc(OC)c(OC)c3)c(=O)c2cc1OCC	9	i	-25
COc1ccc(NC(=O)N(Cc2ccc(C)cc2)Cc2ccccn2)c(OC)c1	22	i	-45
O=C(Cn1c(=O)cnc2ccccc21)N1CCN(S(=O)(=O)c2ccccc2Br)CC1	10	i	-25
Nc1ccc2nc(-c3ccccn3)[nH]c2c1	13	i	-21
CCOC(=O)CSc1nnc(Cn2nnc(-c3ccccc3)n2)n1C	15	i	-5
COc1ccc(C(NC(=O)C2CCCCC2)c2c(O)ccc3ccccc23)cc1 (stereo unspecified)	-1	i	-27
COc1ccc(NC(=O)c2ccccc2NS(C)(=O)=O)cc1OC	26	i	-24
O=C(COc1ccccc1F)NC1CCN(Cc2ccccc2)CC1	16	i	-28
CCOC(=O)c1ccc(NC(=O)c2nc[nH]c2C(=O)NCCCCCNC(=O)OC(C)(C)C)cc1	10	i	-39
CCC1c2ccc(C)n2CCN1C(=O)Nc1ccc(F)cc1 (stereo unspecified)	16	i	-11

Quoted from the listing:
O=C(Cn1c(=O)cnc2ccccc21)N1CCN(S(=O)(=O)c2ccccc2Br)CC1 – OX1R antag-2 = -25
COc1ccc(NC(=O)CSc2nc3[nH]ncc3c(=O)n2-c2ccccc2OC)cc1OC – OX1R antag-1 = 1
COc1ccc(NC(=O)c2ccccc2NS(C)(=O)=O)cc1OC – OX1R antag-1 = 26

New compounds follow:
compound	OX1R antag-1	CHT PAM	OX1R antag-2
c1ccc2c(c1)[nH]c1c(NCC3CCCO3)ncnc12 (stereo unspecified)	36	i	-14
CSc1nc2c(cnn2-c2ccc(C)c(C)c2)c(=O)[nH]1	15	i	-19
O=C(Cc1ccccc1)NC1(Cc2ccc(O)cc2)CCCCC1	27	i	-39
CSc1ccc(S(=O)(=O)N2CCC(C(=O)N3CCOCC3)CC2)cc1	-6	i	-12
Cc1nn(C2CCS(=O)(=O)C2)c(C)c1CN(C)C(=O)c1cccc(Cl)c1 (stereo unspecified)	-4	·	-10
O=S(=O)(c1ccc(SCc2ccccc2)nc1)N1CCCC1	5	·	-7
CCOC(=O)Nc1nnc(-c2ccc(OC)cc2)s1	11	i	-16
COc1ccc(-n2c(=S)[nH]c3c(oc4ccccc43)c2=O)cc1	-3	i	-2
O=C(Nc1cn(-c2ccccc2)nc1-c1cccs1)c1ccco1	28	i	-25
CCC1=C(C(=O)OC)C(c2cc(OC)ccc2OC)C(C#N)=C(N)O1 (stereo unspecified)	9	i	-13
CN(C)CCCNC(=O)CC(c1ccccc1)c1ccccc1O (stereo unspecified)	7	i	2
CC(=O)Nc1cc(C(=O)N(C)Cc2ccccc2)ccc1S(=O)(=O)c1ccc(C)cc1	4	i	-28
CN(C)/C=C/C(=O)c1ncc(C(F)(F)F)cc1Cl	12	i	-19
COc1ccc(NC(=O)c2ccc([N+](=O)[O-])s2)c([N+](=O)[O-])c1	30	i	-2
CCOCCCNC(=O)C(c1ccc(C)cc1)N(Cc1ccc2c(c1)OCO2)C(=O)c1ccccn1 (stereo unspecified)	15	i	-24
O=C1C2C3C=CC(CC3)C2C(=O)N1c1ccc([N+](=O)[O-])cc1 (stereo unspecified)	17	i	-18
O=C(c1cccs1)N1CCN(S(=O)(=O)c2ccccc2)CC1	11	i	-10
CN1C(=O)C2(C(C#N)=C(N)Oc3n[nH]c(-c4ccc(Cl)cc4)c32)c2ccccc21 (stereo unspecified)	25	i	-19
NC(=O)CC[C@@H]1NC(=O)[C@H](CO)NC(=O)c2cc([N+](=O)[O-])cc(I)c2NCC[C@@H](C(N)=O)NC(=O)[C@H](Cc2ccc(O)cc2)NC1=O	14	i	14
C=CCc1cccc(CNc2cnc3ccccc3c2)c1O	49	i	21
COc1ccc(-c2nc3n(n2)C(c2ccccc2Cl)C(C(N)=O)=C(C)N3)cc1 (stereo unspecified)	16	i	-15
Cc1ccc(N2C(=O)C3CC3C2=O)cc1 (stereo unspecified)	7	i	-3
COc1ccc(S(=O)(=O)NCC(=O)N(CC(=O)NCc2ccco2)Cc2ccccc2)cc1	17	i	-13
O=C(CCN1C(=O)C2C3C=CC(C3)C2C1=O)NCCc1ccccc1 (stereo unspecified)	13	i	-7
CC(CC(=O)N(C)c1c(N)n(Cc2ccccc2)c(=O)[nH]c1=O)c1ccccc1 (stereo unspecified)	17	i	-17
Cc1ccc(-c2c(C)sc3nc(CN4CCN(CC(=O)NC5CC5)CC4)[nH]c(=O)c23)cc1	8	·	-24
O=C(COC(=O)CCN1C(=O)c2cccc([N+](=O)[O-])c2C1=O)NCc1ccccc1	19	i	-15
Cc1cc(C)c(NC(=O)Cn2nnc(C(=O)NCc3ccc4c(c3)OCO4)c2N)c(C)c1	5	i	-4
CCOC(=O)c1[nH]c2c(c1-c1ccccc1)C(=O)CC(c1ccc(OC)c(OC)c1)C2 (stereo unspecified)	22	i	-27
O=C(NC1CCCCCC1)C(=S)NCc1ccccc1	26	i	-11
CC(CNC(=O)C1CCCCC1)NC(=O)C1CCCCC1 (stereo unspecified)	11	i	-3
Cc1ccc(C(=O)CCC(=O)Nc2ccccc2C)c(C)c1	5	i	-17
O=C(NCCCCl)C1CC(=O)N(CCc2ccc(F)cc2)C1 (stereo unspecified)	10	i	-14
COc1ccc(/C=C(\C#N)C(=O)OCC(=O)Nc2ccc(C(C)(C)C)cc2)cc1	16	i	-8
CN(C)[C@@H](CO)c1nnc([C@H](CCC(=O)O)NC(=O)C2CCNCC2)o1	11	i	-10
COc1ccc(NC(=O)Nc2ccc(N3CCOCC3)c3nonc23)c(OC)c1	13	i	-14
Cc1ccc(-n2c(C)cc(C=C(C#N)C#N)c2C)cc1	8	i	-27
CC(C)(C)c1cc(NC(=O)COC(=O)c2nccnc2N)n(-c2ccccc2)n1	3	i	-12
O=C(Nc1cccc([N+](=O)[O-])c1)Nc1ccc2c(c1)CCC2	62*	i	5
O=C(Nc1ccc(Cl)cc1)Nc1csc([N+](=O)[O-])c1	83*	i	65*

Single records, as listed above:
CCOC(=O)c1[nH]c2c(c1-c1ccccc1)C(=O)CC(c1ccc(OC)c(OC)c1)C2 (stereo unspecified) reads OX1R antag-1 = 22; CHT PAM = i; OX1R antag-2 = -27
COc1ccc(S(=O)(=O)NCC(=O)N(CC(=O)NCc2ccco2)Cc2ccccc2)cc1 reads OX1R antag-1 = 17; CHT PAM = i; OX1R antag-2 = -13
Cc1ccc(-n2c(C)cc(C=C(C#N)C#N)c2C)cc1 reads OX1R antag-1 = 8; CHT PAM = i; OX1R antag-2 = -27

Following part.
compound	OX1R antag-1	CHT PAM	OX1R antag-2
COc1ccccc1N1C(=NC(=O)C2CCCCC2)SC2CS(=O)(=O)CC21 (stereo unspecified)	-2	i	-1
C=CCC(CC(O)COCCC)C(=O)NNC(=S)Nc1ccccc1 (stereo unspecified)	3	i	-9
COc1ccc(-c2cc(-c3ccc(O)cc3)nc(N)c2C#N)cc1	2	i	-21
COc1ccc(Cn2c(CCCO)nc3ccccc32)cc1OC	16	i	-32
O=C(NN=C1CCCCCC1)NC1CCCCC1	15	i	1
O=[N+]([O-])c1ccc(OCC(O)CNCCNc2nccc(C(F)(F)F)n2)cc1 (stereo unspecified)	6	i	-21
CN1CCN(C(CC(=O)Nc2cccc(O)c2)C(=O)O)CC1 (stereo unspecified)	6	i	-17
COc1ccc2nc(SCC(=O)NC3CCCCC3)[nH]c2c1	9	i	-9
CC(C)CCc1noc(CN2CCN(c3ccc(Cl)cn3)CC2)n1	5	i	-1
O=C(C1=C(O)C(=O)N(c2ncccn2)C1c1ccc(F)cc1)c1ccco1 (stereo unspecified)	15	i	-3
CN(C)CCCNS(=O)(=O)c1ccc(Oc2ncc(C(F)(F)F)cc2Cl)cc1	11	i	-9
O=C(CCc1nc(-c2ccccc2)no1)NCC1CCCO1 (stereo unspecified)	5	i	-28
COc1ccc(NC(=O)c2ccc3c(SCC(=O)O)c4c(nc3c2)CCCC4)c(OC)c1	40	i	-18
O=C(Cc1c(F)cccc1Cl)OCC(=O)N1CCc2ccccc21	3	·	-11
CC(=O)c1ccc(NC(=O)C2C3CCC(C3)C2C(=O)O)cc1 (stereo unspecified)	-5	i	-13
Cc1ccc(Nc2c(-c3ccccc3O)nc3cnccn23)cc1	-9	i	-37
COC(=O)c1c(C(=O)OC)c(-c2ccc(C)cc2)n2c1CCC2	13	i	-12
C=C(C)CNC(=S)NNC(=O)c1cc(C)oc1C	4	i	-15
O=C(COC(=O)Cc1ccsc1)Nc1ccccc1Cl	3	·	3
Cc1ccc(NC(=O)CN(C)C(=O)CSc2nccn2C)cc1	1	·	-3

3 structures already listed, sorted by length of the SMILES, lowest first.
compound	OX1R antag-1	CHT PAM	OX1R antag-2
Cc1ccc(NC(=O)CN(C)C(=O)CSc2nccn2C)cc1	1	·	-3
C=CCC(CC(O)COCCC)C(=O)NNC(=S)Nc1ccccc1 (stereo unspecified)	3	i	-9
COc1ccc(-c2cc(-c3ccc(O)cc3)nc(N)c2C#N)cc1	2	i	-21

More results.
compound	OX1R antag-1	CHT PAM	OX1R antag-2
COc1ccc(Cn2nnnc2C(c2cccs2)N2CCOCC2)cc1 (stereo unspecified)	9	i	-17
C=CC[N+](C)(C)C/C(Cl)=C(\Cl)c1ccccc1	-2	i	0
O=C(NCC1CCCO1)C1CCC(=O)N1Cc1ccc(F)cc1 (stereo unspecified)	4	i	0
O=C(CNc1ccccc1F)Nc1cc(S(=O)(=O)N2CCCCC2)ccc1Cl	7	·	-20
O=C1CCC/C=C/C[C@@H](CC(=O)N(CCO)Cc2ccccc2)C(=O)NC[C@@H](c2ccccc2)O1	17	·	-16
CCc1c(-c2ccccc2)[n+](=O)c2c(n1[O-])CCC2	4	i	-16
COc1ccc2oc(=N)c(C(=O)Nc3ccc(Br)cc3)cc2c1	3	i	1
COc1ccc(COC(=O)c2cc(S(=O)(=O)N3CCCCC3)ccc2N2CCOCC2)cc1	5	i	-18
O=C(CNC(=S)N(Cc1ccccc1)Cc1ccccc1F)NCc1ccccc1	29	i	-17
Nc1cccc(CCc2nc3ccccc3[nH]2)c1	32	i	12
Cc1ccc(C)c(NC(=O)CCN2CCC(C)CC2)c1	31	i	-12
COc1ccc2c(c1)CCc1c(C(=O)NCCc3ccc(OC)c(OC)c3)noc1-2	26	i	-21
CC(C)c1ccc(N(CC(=O)N/N=C/c2ccc(OC3CSC3)cc2)S(=O)(=O)c2ccccc2)cc1	1	i	-25
Cc1ccc(C)c(NC(=O)C2CCCN(S(=O)(=O)c3cccnc3)C2)c1 (stereo unspecified)	18	i	10
CCOC(=O)C1(Cc2cccc(F)c2)CCN(C(=O)c2cscn2)CC1	8	i	-4
CN(C)/C(CN1CCCCC1)=C1\N=C(c2ccccc2)OC1=O	-3	i	-4
COc1ccc(NC(=O)C2CCC(CNS(=O)(=O)c3csc(C(N)=O)c3)CC2)cc1OC (stereo unspecified)	5	i	-5
Cc1cccc(C)c1OCC(=O)N/N=C/c1cccn1C	15	i	-14
O=C(NCc1ccc2c(c1)OCO2)C1CCC(=O)N1C1CCCCC1 (stereo unspecified)	5	i	-9
COc1ccc(S(N)(=O)=O)cc1C(=O)OCC(=O)N1c2ccccc2NC(=O)C1(C)C	-3	·	9
O=c1c(Cc2ccccc2)c(O)ccn1Cc1ccc2c(c1)OCO2	11	i	-15
Cc1[nH]c2ccc(C(=O)NC3CCCC3)cc2c1C	0	·	-12
Cc1onc(-c2ccccc2)c1-c1ccnc(N)n1	2	i	0
Cc1ccc(S(=O)(=O)Nc2ccccc2C(=O)Nc2sccc2C(=O)NN(C)C)cc1	17	i	-24
Cc1ccc(C)c(NC(=O)C(=O)NCc2ccccn2)c1	7	i	-5
COCCNC(=O)c1ccc(N2CC3CC(C2)c2cccc(=O)n2C3)c(NC(=O)c2cc(OC)cc(OC)c2)c1 (stereo unspecified)	15	i	-16
Cc1ccc(S(=O)(=O)NCC(C)n2nc(C)cc2C)cc1 (stereo unspecified)	11	i	-9
O=C(O)C(Cc1ccccc1)N1C(=O)c2cccc3cccc(c23)C1=O (stereo unspecified)	32	i	-8
O=C(NC(=S)Nc1ccccc1N1CCN(C(=O)c2ccccc2)CC1)c1ccccc1F	-2	i	-8
O=C(O)CCN1CC2([N+](=O)[O-])CC=C(OCCO)C([N+](=O)[O-])(C1)C2 (stereo unspecified)	12	i	-10
Cc1ccc2[nH]cc(S(=O)(=O)c3ccc(C(C)C)cc3)c(=O)c2c1	7	i	-29
